CRFBP-R2 agonist = agonists of human CRF-binding protein/CRF-R2 receptor complex. HEK293 CRF-R2/CRF-BP, calcium dye fluorescence (FLIPR); percent of saturating CRF peptide response. activation, % at 13.2 µM. 350,000 tested, 0.46% active;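 active = activation of at least 50%, plus an integration ratio under a set limit after plate pattern correction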;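 note: plate controls were neutral control wells without compound for no effect and CRF at EC100 for full effect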
CHRM4 antagonist = blocks acetylcholine activation of human M4 receptor; P08173; CHO-hM4 cells, ACh EC80, Fluo-8 calcium fluorescence; inhibition, % at 3 µM; 360,000 tested, 0.73% active; AID 624125;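 active = inhibition above its plate's cutoff, the mean inhibition of sample wells plus 3 SD, cut at about 27% in these data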;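 note: 0% = acetylcholine EC80 with DMSO and 100% = DMSO without agonist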
Target sequence (P08173 whole entry, looked up): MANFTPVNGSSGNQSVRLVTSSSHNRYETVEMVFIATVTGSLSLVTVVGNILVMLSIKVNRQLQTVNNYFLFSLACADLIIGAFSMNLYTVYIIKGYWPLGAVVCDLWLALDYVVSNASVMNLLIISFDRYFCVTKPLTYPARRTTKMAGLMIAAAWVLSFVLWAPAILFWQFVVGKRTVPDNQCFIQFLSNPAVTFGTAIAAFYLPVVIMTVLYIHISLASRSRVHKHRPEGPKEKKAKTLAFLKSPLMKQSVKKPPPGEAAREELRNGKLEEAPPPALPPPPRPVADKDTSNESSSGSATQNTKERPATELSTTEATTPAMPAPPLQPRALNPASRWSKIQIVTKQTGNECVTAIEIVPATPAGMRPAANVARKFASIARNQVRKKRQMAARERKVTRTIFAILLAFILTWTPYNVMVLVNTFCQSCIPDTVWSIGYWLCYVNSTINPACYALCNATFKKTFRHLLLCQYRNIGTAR
M5 antag = blocks acetylcholine activation of human M5 receptor. CHO-hM5 cells, Fluo-8 calcium fluorescence, ACh EC80. inhibition, % at 3 µM. AID 624040. 360,000 tested, 0.59% active. P08912;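 active = inhibition above a per-plate cutoff, the mean of that plate's test compounds plus 3 SD, cut at about 27% in these data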;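 note: 0% = acetylcholine EC80 with DMSO and 100% = DMSO without agonist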
Target sequence (P08912 whole entry, looked up): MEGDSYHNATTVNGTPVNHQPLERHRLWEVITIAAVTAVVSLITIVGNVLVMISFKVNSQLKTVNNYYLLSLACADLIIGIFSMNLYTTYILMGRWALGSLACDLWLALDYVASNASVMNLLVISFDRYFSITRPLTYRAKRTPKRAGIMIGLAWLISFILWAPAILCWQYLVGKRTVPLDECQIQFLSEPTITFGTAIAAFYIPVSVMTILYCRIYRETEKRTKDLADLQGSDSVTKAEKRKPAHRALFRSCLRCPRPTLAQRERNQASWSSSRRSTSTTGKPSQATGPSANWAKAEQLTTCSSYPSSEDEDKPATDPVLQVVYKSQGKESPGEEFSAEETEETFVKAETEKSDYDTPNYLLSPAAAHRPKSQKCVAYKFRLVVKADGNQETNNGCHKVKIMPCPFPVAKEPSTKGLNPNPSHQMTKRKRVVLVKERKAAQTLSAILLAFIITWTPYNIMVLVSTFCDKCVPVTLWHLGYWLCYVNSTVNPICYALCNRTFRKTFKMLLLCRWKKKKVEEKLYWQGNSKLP
M4 ag = agonists of human muscarinic M4 receptor (CHRM4) | activation, % at 3 µM | 360,000 tested, 0.14% active | P08173 | AID 624127 | CHO-K1 hM4/Gqi5, Fluo-8 calcium fluorescence; vehicle 0%, full acetylcholine response 100%;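 active = activation above the run mean over all test wells plus 3 SD, cut at about 32% in these data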;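 note: peak over basal fluorescence ratio per well then scaled between controls; 0% = DMSO wells and 100% = acetylcholine at EC100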
CHRM5 agonist = agonists of human muscarinic M5 receptor (CHRM5). P08912. CHO-K1 hM5 cells, Fluo-8 calcium fluorescence; 0% DMSO wells, 100% maximal acetylcholine response. activation, % at 3 µM. 360,000 tested, 0.19% active. AID 624037;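 active = activation above the run's mean over test compounds plus 3 SD, cut at about 23% in these data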;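 note: signal is peak over basal fluorescence ratio across the kinetic read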
CRFR2-BP antag = blocks CRF-induced signaling of the CRF-BP/CRF-R2 complex; 350,000 tested, 0.59% active; AID 588475; HEK293 CRF-R2/CRF-BP, CRF-induced calcium fluorescence; inhibition, % at 11.8 µM;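 active = inhibition of the ligand-induced calcium signal above about 50% at the single tested concentration, limit read from the data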
IDE cell inh = inhibitors of human insulin-degrading enzyme in cells; P14735; HEK cells, FAbetaB cleavage, fluorescence polarization; inhibition, % at 5.59 µM; 320,000 tested, 0.41% active; AID 434962;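 active = percent inhibition above the average of all tested compounds plus 3 SD, set per screening campaign, cut at about 16% in these data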;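 note: IDE supplied by intact live HEK cells; FP after avidin binding of uncleaved biotin substrate so inhibition keeps polarization high; 0% = DMSO wells and 100% = 60 µM reference IDE inhibitor Ii1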
M4 PAM = CHRM4 positive allosteric modulation | P08173 | CHO-K1 hM4/Gqi5, Fluo-8 calcium fluorescence, ACh EC20; 0% = ACh EC20, 100% = maximal ACh | 360,000 tested, 0.4% active | activation, % at 3 µM;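 active = activation above its plate's cutoff, the mean activation of sample wells plus 3 SD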; note: some results filed as inactive read as strong as hits
M5 PAM = potentiates acetylcholine response at human M5 receptor | 360,000 tested, 0.3% active | AID 624038 | activation, % at 3 µM | CHO-K1 hM5, Fluo-8 calcium, ACh EC20 PAM; 0% = ACh EC20, 100% = ACh EC100;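 active = activation above the run cutoff, the mean activation of all test compounds plus 3 SD, cut at about 18% in these data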
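Assay system: CHO-K1 hM5 cells / Incubation: Fluo-8 loading 80 min at 37 °C plus 30 min room temperature / Technique: Fluo-8 calcium dye fluorescence, kinetic read / Repeats: single replicate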
An asterisk follows results filed as active; . = no result given. An unsorted share of the library; overall some 2.9% were active at least once.

SMILES	CRFBP-R2 agonist	CHRM4 antagonist	M5 antag	M4 ag	CHRM5 agonist	CRFR2-BP antag	IDE cell inh	M4 PAM	M5 PAM
Cc1ccc([C@H]2N[C@]3(CCCN(Cc4ccc(C(F)(F)F)cc4)C3=O)[C@H]3C(=O)N(Cc4ccccc4)C(=O)[C@@H]23)cc1	3.6	1	17	10	0	-7	.	-9	-7
C#CCCOC(=O)N1C2=NC(C(=O)OC)=C(C(=O)OC)[C@@H]3Nc4ccccc4[C@]23C[C@H]1C(=O)OC	-0.8	-5	-2	2	4	2	10	10	7
CCCCn1c(N)c(N(CC(C)C)C(=O)COC(=O)c2ccccc2NCCO)c(=O)[nH]c1=O	4.2	2	-5	1	2	-7	1	0	0
COc1ccc2cc(-c3cc(C(=O)O)c4ccccc4n3)ccc2c1	-0.1	-16	-6	1	-2	12	5	5	4
CCOC(=O)c1c(C)[nH]c(C(=O)N2CCCC(C(=O)c3ccccc3OC)C2)c1C (stereo unspecified)	-2.9	-6	-3	2	2	25	2	12	2
COc1ccc(OC)c(CN2CCN(c3ccccc3OC)CC2)c1	-0.7	-14	2	3	-6	-15	2	14	-7
CC(C)C(=O)NN(C(=O)C(C)C)c1nc2ccccc2s1	-1.8	-10	6	0	2	-6	5	-1	0
COc1ccc(N(CC(=O)NCc2ccccc2)S(=O)(=O)c2c(C)nn(C)c2C)cc1	0.5	0	2	2	0	25	0	-4	-4
Cc1[nH]c(=S)[nH]c(=O)c1CCCO	-1.5	-11	11	2	0	-8	2	12	-10
O=S(=O)(c1cc(Cl)ccc1Cl)n1cccn1	0.6	1	-5	0	-7	0	-1	7	-6
O=C(COc1ccc(Cl)cc1Br)N1CCN(c2ccccc2)CC1	5.3	1	1	0	0	-4	0	-5	-3
O=C(Nc1ccc2ccccc2c1)/C(=C\c1ccc2c(c1)OCO2)NC(=O)c1ccco1	1.1	-8	-4	3	-4	18	15	4	-4
CC(C)CNC(=O)c1ccc(-c2ccc(F)c(F)c2)c2ccoc12	.	-1	5	1	-2	.	.	-1	-5
CN(C)c1cc(-c2ccccc2)nc(N)n1	-0.1	6	4	0	1	7	-3	-2	-4
O=C(CN1CCOCC1)Nc1cccc(Cl)c1Cl	-1.2	-5	-8	3	-3	-3	-1	26	6
CC(=O)N1CCN(Cc2cc(=O)oc3ccccc23)CC1	.	4	10	0	1	.	.	-5	-6
COc1ccccc1NS(=O)(=O)c1ccc(C)c(C(=O)NCCCN2CCCC2=O)c1	1.2	-6	3	2	-2	5	0	20	8
Cn1c(SCc2ccc(Br)cc2)nnc1-c1cccs1	-1.6	-3	3	-1	-4	-8	4	1	0
CCOC(=O)C1CCN(C(=O)CCNS(=O)(=O)c2cc(Br)cnc2N)CC1	-1.6	3	-2	2	-7	-2	-3	-2	6
O=C(COc1cccc(C(F)(F)F)c1)Nc1ccc(S(=O)(=O)N2CCCCC2)cc1	8.1	-3	7	6	-1	-16	0	-3	-6
CC(C)(C)NC(=O)CCC1COc2ccccc2O1 (stereo unspecified)	0.8	-1	8	0	2	5	4	-2	-11
Nc1c(C(=O)NC2CCCC2)sc2nc(-c3cccs3)ccc12	3.4	1	-5	1	-4	-3	4	-2	9
Cc1cc(NC(=O)Cc2ccccc2)no1	-0.8	-3	5	1	1	-18	8	13	-1
CCN(C(=O)CN1CCN(Cc2ccccc2)CC1)c1c(N)n(Cc2ccccc2)c(=O)[nH]c1=O	1.5	-2	10	0	-1	-8	8	15	-1
Cc1cc(N2CCOCC2)nc2ccc(NC(=O)CCC(=O)N3CCN(c4ccc(F)cc4)CC3)cc12	-0.4	4	2	10	2	2	5	0	8
O=C(Nc1ccccc1)Nc1nnc([C@H]2C[C@H](O)[C@@H](CO)O2)s1	.	7	-3	1	0	.	.	-1	-2
CC1CCN(C(=O)CN2C(=O)NC(C)(c3ccc4ccccc4c3)C2=O)CC1 (stereo unspecified)	-3.5	-2	12	5	1	-10	-5	3	-10
CCCCCCN1CCN(C2CN(C3CCCCC3)S(=O)(=O)C2)CC1 (stereo unspecified)	.	-7	-5	1	-5	.	.	2	3
COc1ccc(-c2cc(C)no2)cc1S(=O)(=O)N1CCN(C(=O)c2ccco2)CC1	-1.8	0	1	6	0	75*	-1	-3	1
COC(=O)c1ccc(CNC(=O)C2CCC(=O)N(CCCc3ccccc3)C2)cc1 (stereo unspecified)	5.2	-21	2	3	-4	-2	2	-5	0
CCOC(=O)c1c(NC(=O)COC(=O)c2cnccn2)sc(C)c1C	-0.8	10	2	0	4	5	0	1	9
CCC(Oc1ccccc1)C(=O)NCc1cccnc1 (stereo unspecified)	0.6	-2	4	2	-4	17	8	-2	-10
CC1(C(=O)NCc2ccccc2)Cc2c(-c3cccc(C(N)=O)c3)ccnc2O1 (stereo unspecified)	.	-10	4	3	1	.	.	-4	-5
COc1ccccc1CCNC(=O)C1CCN(C(=O)/C=C/c2ccccc2)CC1	0.5	-22	12	3	-7	-10	-1	9	-2
CN(C)S(=O)(=O)c1cc(NC(=O)CSc2ncc(C(F)(F)F)cc2Cl)ccc1Cl	0.8	1	2	4	-1	-21	8	-8	-8
CCOC(=O)c1c(O)c2ccccc2n(-c2ccccc2)c1=O	0.8	-8	-19	-1	0	-8	7	14	3
Cc1cc(NC(=O)CSc2nnc(-c3ccccc3C)n2C)no1	1.4	-9	8	0	1	1	-3	1	-6
COc1ccc(OCCCC(=O)NC(C)c2ccccc2)cc1 (stereo unspecified)	-5.4	-9	-2	0	-4	16	5	8	-1
C/C(=N\NC(=O)c1ccc(N2CCCC2=O)cc1)c1ccc(O)cc1O	-1.1	4	-6	1	-3	6	1	3	4
Cc1oc(/N=C/c2ccc(Cl)cc2)c(C#N)c1C	3.0	-1	16	3	0	-10	0	19	-7
CC(=O)NCCC(=O)N1CCCC(N2CCN(c3cccc(Cl)c3)CC2)C1 (stereo unspecified)	-0.9	6	4	0	0	5	4	-3	-3
COc1ccc(C2N(c3ccccc3)C(=O)C2(F)F)cc1OC (stereo unspecified)	-5.1	-17	7	1	-3	11	3	4	-6
CC1(C)CC(=O)C(C=NCCO)=C(O)C1	0.5	-9	-7	1	2	5	-2	2	9
O=C(Nc1ccc(F)c(Cl)c1)C1CC2CCC1C2 (stereo unspecified)	1.5	0	11	18	-2	-11	6	-30	-14
O=C(CC1C(=O)NCCN1Cc1ccoc1)NCc1cccc(OC(F)(F)F)c1 (stereo unspecified)	0.8	-12	-3	0	2	-17	-1	-1	3
Cc1ccc(C)c(NC(=O)NNC(=O)c2cc3occc3[nH]2)c1	-0.7	-8	-14	0	6	3	12	1	13
O=C(C[C@H]1C(=O)N(CCc2ccccc2)C[C@@H]1Cc1ccccc1)Nc1ccccc1	2.9	14	8	4	-2	-5	2	-5	-9
COc1cccc(OCc2nn3c(=O)c(-c4ccccc4)nnc3s2)c1	-2.4	3	1	2	-1	17	.	-1	-1
COc1ccc(NC(=O)c2cc([N+](=O)[O-])ccc2N2CCCC2)cc1	1.5	3	-1	2	0	-7	3	0	2
COc1cc(CNCCc2ccc(S(N)(=O)=O)cc2)ccc1OCc1ccc(Cl)cc1	4.3	5	4	15	-4	-83	6	-3	-6
Cc1cccc(Oc2ccc3c(c2)cc(C(=O)O)n3C)c1	0.9	-9	-10	2	-7	6	-1	7	7
COc1ccccc1N1C(=O)C2CC=CC(C)C2C1=O (stereo unspecified)	-1.3	10	-3	0	0	4	-6	-1	4
O[C@@H]1CN(Cc2cccs2)[C@@H](c2ccc(Cl)cc2)C[C@H]1n1cc(C2CC2)nn1	-0.4	-14	-12	5	4	-17	.	5	5
COc1ccc(NC(=O)c2cc(C3CCCCN3C(=O)c3cc(C(C)(C)C)nn3C)on2)c(C)c1 (stereo unspecified)	.	0	22	3	1	.	.	-2	-6
CCOC(=O)c1c(C=O)c2ccccc2n1CC	-2.1	-3	7	0	-5	-21	-1	7	5
Nc1nnc(SCC(=O)N2CCc3ccccc32)n1-c1ccccc1	-0.8	-3	1	0	-3	-5	-2	-4	-5
COc1cc(C(C)=O)ccc1Oc1ncnc2c1cnn2-c1ccc(C)c(C)c1	0.8	-6	-5	1	-2	9	-1	0	-4
CN1CCN(C(=O)c2cc([N+](=O)[O-])cc([N+](=O)[O-])c2)CC1	-0.6	8	1	1	1	-9	1	-2	-4
C=CCn1c(N)cc(=O)nc1SC(C)C(=O)Nc1ccc(C(=O)OCC)cc1 (stereo unspecified)	1.8	12	-2	0	-6	11	-11	-6	2
Cc1cc(C(=O)NCC(c2ccco2)N2CCCC2)c2ccccc2n1 (stereo unspecified)	-0.5	7	-2	-1	-1	4	-6	2	-1
The listing continues:
SMILES	CRFBP-R2 agonist	CHRM4 antagonist	M5 antag	M4 ag	CHRM5 agonist	CRFR2-BP antag	IDE cell inh	M4 PAM	M5 PAM
Cn1c(=O)c(C(=O)NCCc2ccccc2)c(O)c2ccccc21	2.7	0	4	1	1	-9	-1	1	2
O=C(CN1CCN(S(=O)(=O)c2cccc(Br)c2)CC1)N1CCCCC1	-0.1	2	0	0	1	5	8	0	-1
COc1ccc(C(=O)N[C@H](C(=O)NCCCn2nc(C)cc2C)C(C)C)cc1	-3.0	14	7	0	1	-1	0	6	1
CC(C)OC(=O)c1cn(-c2ccccc2)nc1-c1ccc2c(c1)OCCO2	0.0	5	6	-1	-1	-16	5	-3	-6
CN(CC(=O)Nc1ccc(Cl)c(C(F)(F)F)c1)C(=O)CCCNC(=O)c1ccc(Cl)cc1	1.0	-13	13	7	2	-4	2	10	-9
CCCCOC(=O)CSc1nnc(-c2cc(OC)c(OC)c(OC)c2)o1	0.1	-4	-4	4	2	-10	-4	-2	-3
COC(=O)CCC(=O)Nc1cc(OC)c(OC)cc1Cc1nccc2cc(OC)c(OC)cc12	11	9	-3	0	-2	-17	2	-7	2
Cc1ccc(Nc2nc(N)nc(CC#N)n2)cc1	-0.2	10	-6	-1	0	-3	3	-2	-2
CCOC(=O)C1CCN(C(=O)c2ccc(NC(=O)C3CCCO3)cc2)CC1 (stereo unspecified)	-0.8	5	5	0	0	3	11	-4	-5
Cc1nnc(NC(=O)c2ccc(C)c(S(=O)(=O)N3CCOCC3)c2)s1	-2.4	-2	-5	0	2	15	-1	2	1
CCOc1ccc(Oc2ccc(C(F)(F)F)cc2NC(=O)C2=COCCO2)cc1	1.2	-19	-2	2	0	3	-5	8	-2
COc1ccccc1Cn1c(C)nc2ccccc21	-0.2	-1	14	4	-2	-8	12	-4	-3
O=C(COS(=O)c1ccccc1)Nc1cc(Cl)ccc1N1CCOCC1 (stereo unspecified)	-1.4	3	9	2	-3	-8	-2	-3	-4

Compound activity deposited in PubChem by several laboratories.
